HP1b chromo inh: inhibitors of HP1-beta chromodomain binding to methylated histone tails; P83916; AlphaScreen HP1-beta / biotin-H3K9me3 peptide binding; Potency, µM (series often up to 114 µM), for inactives: at the highest dose activity change, negative = inhibition, actives largely listed as inhibitors; hit rate 0.56% among 390,000; AID 540317; further: potency means the concentration at half of the fitted maximal effect; nearly all actives have a fitted effect of over 70% in size; inactives centre near 23
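HP1-beta protein (50 nM final) preincubated 30 min at room temperature with biotinylated H3(1-18)K9me3 peptide (50 nM) in PBS pH 7.4, 0.01% Tween-20, then compound added for 30 min. AlphaScreen streptavidin donor/nickel chelate acceptor beads (10 ug/mL final), 30 min dark, luminescence read.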
ERG Ets-DNA blk: blocks human ERG Ets domain binding to DNA | P11308 | fluorescence polarization, His-ERG Ets domain / labelled DNA | Potency, µM (top dose mostly 76.9 µM), inactives show at the top dose FP activity, negative = inhibition, hits mostly inhibitors | hit rate 0.028% among 370,000 | AID 624246; active means well fitted inhibition curve with a large enough effect in the polarisation, with a control signal flat; inconclusive means small, poorly fitted or top-dose-only effect, or effect the other way, or a change in a side signal; inactive means no such curve, though single readings can be large or run the other way; the % refers to the polarisation;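 further: polarization taken with two DNA probes labelled with fluorescein and Texas red; potency means the concentration at half of the fitted maximal effect; % of control where 0% means no effect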
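His-tagged ERG Ets domain (1 uM in the protein solution; 300mM KCl, 50mM Tris-HCl, 1mM EDTA, 1mM DTT, pH 7.5) received compound, then a probe mix of 5 nM fluorescein-DNA and 100nM Texas-615-DNA. Fluorescence polarization was read for both dyes.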
BAZ2B inh: BAZ2B (human) inhibition; Potency, µM (titrated, usually from 114 µM), for inactives: at the highest dose activity change, negative = inhibition, hits mostly inhibitors; hit rate 4.4% among 360,000; AlphaScreen BAZ2B-H3K14Ac peptide displacement; further: potency means the concentration at half of the fitted maximal effect; on the % scale 0 is the no-effect control and ±100 the full control effect; nearly all actives have a fitted effect of over 60% in size
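AlphaScreen displacement of biotin-H3(5-23)K14Ac peptide (50 nM final) from BAZ2B (50 nM final) in PBS pH 7.4, 0.01% Tween-20; complex preformed 30 min RT, then compounds (top 110 uM) 30 min RT, beads 20 min dark.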
Pin1 inh: blocks the human prolyl isomerase Pin1 | Q13526 | Pin1 FP peptide displacement, HiFluor488, 10 min | Potency, µM (titrated, usually from 115 µM), without a hit: top-dose activity, negative = inhibition, usual class: inhibitors | hit rate 0.009% among 390,000 | AID 504891; active means well fitted inhibition curve with a large enough effect in the polarisation, with a control signal flat, not every such curve was filed as active; inconclusive means small, poorly fitted or top-dose-only effect, or effect the other way, or a change in a side signal; inactive means no such curve, though single readings can be large or run the other way; the % refers to the polarisation; further: potency means the concentration at half of the fitted maximal effect; on the % scale 0 is the no-effect control and ±100 the full control effect
GLS inhibitor: glutaminase GLS (human) inhibition. O94925. GLS enzymatic activity, qHTS titration. Potency, µM (highest dose often 45.5 µM), for the others: top-dose activity change, negative = inhibition, usual class: inhibitors. hit rate 0.21% among 410,000; further: potency means the concentration at half of the fitted maximal effect; on the % scale 0 is the no-effect control and ±100 the full control effect
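Assay buffer: 45 mM KH2PO4 pH 8.2, 0.02% Tween-20. hKGA acts on L-glutamine (1 mM solution added); product glutamate is reported by an oxidase/peroxidase Amplex Red coupling, with fluorescence taken at baseline and 30 min.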
G9a inh: G9a (human) methyltransferase inhibition | Q96KQ7 | G9a H3K9 monomethylation, AlphaScreen, 2 h | Potency, µM (series often up to 102 µM), for the others: at the highest dose activity, negative = inhibition, most hits filed as inhibitors | hit rate 8.8% among 350,000; further: potency means the concentration at half of the fitted maximal effect; on the % scale 0 is the no-effect control and ±100 the full control effect; nearly all actives have a fitted effect of over 75% in size
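G9a (20 nM) was preincubated 15 min with compound, then reacted 2 h at room temperature with 500 nM biotin-H3K9 peptide and 20 µM SAM. Monomethyl-H3K9 detected by AlphaScreen using anti-H3K9me1 antibody.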
JMJD2A Tudor: blocks the human JMJD2A Tudor domain; O75164; AlphaScreen JMJD2A-Tudor / H3K4me3 peptide binding; Potency, µM (highest dose often 114 µM), for inactives: at the highest dose activity change, negative = inhibition, most hits filed as inhibitors; hit rate 4.4% among 390,000; AID 504339; further: potency means the concentration at half of the fitted maximal effect; on the % scale 0 is the no-effect control and ±100 the full control effect; nearly all actives have a fitted effect of over 50% in size
Target sequence (O75164 whole entry, looked up, the tested form may be a part): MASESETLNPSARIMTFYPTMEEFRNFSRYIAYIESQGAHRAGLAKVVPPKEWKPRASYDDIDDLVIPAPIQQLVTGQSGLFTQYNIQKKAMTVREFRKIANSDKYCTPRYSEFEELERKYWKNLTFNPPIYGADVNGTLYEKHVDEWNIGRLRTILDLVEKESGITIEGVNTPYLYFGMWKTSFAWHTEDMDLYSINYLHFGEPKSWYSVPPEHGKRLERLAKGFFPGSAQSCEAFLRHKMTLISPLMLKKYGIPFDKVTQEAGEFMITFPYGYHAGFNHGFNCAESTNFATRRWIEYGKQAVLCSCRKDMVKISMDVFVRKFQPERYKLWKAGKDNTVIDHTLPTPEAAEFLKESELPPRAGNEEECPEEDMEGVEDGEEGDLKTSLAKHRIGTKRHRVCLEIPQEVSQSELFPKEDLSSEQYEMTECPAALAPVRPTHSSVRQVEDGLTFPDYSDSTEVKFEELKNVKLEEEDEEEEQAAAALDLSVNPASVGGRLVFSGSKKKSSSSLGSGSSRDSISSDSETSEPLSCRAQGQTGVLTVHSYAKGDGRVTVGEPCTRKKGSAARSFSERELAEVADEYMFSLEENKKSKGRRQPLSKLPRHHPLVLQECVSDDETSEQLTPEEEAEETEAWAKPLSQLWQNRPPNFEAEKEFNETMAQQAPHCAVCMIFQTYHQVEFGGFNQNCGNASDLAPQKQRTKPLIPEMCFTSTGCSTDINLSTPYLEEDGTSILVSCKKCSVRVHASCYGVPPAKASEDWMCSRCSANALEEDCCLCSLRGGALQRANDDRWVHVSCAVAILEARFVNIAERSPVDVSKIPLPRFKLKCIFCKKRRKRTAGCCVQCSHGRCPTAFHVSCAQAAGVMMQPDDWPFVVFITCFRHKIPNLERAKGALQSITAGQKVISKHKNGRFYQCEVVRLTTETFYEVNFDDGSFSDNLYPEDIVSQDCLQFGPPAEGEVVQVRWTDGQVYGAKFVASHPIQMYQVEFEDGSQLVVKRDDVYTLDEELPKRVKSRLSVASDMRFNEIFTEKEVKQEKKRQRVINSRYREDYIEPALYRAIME
PI4K2A block: inhibitors of human PI4K2A; Q9BTU6; activity change, negative = inhibition, % at 76.9 µM; purified PI4K2A, ADP-Glo luminescence, 1 h; active compounds read low; hit rate 0.13% among 420,000; in the data active means activity change below about -50%; inconclusive means mostly about -30% to -49%;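 further: -100% = wells without enzyme as full effect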
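Compounds are screened against recombinant PI4K2A using PI as substrate and ATP, the latter dispensed at 300 microM. Reactions run one hour at ambient temperature before ADP-Glo detection; full inhibition defined by wells lacking enzyme.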
PGK inhibitor: T. brucei PGK inhibition; P07378; PGK/GAPDH coupled, Kinase-Glo luminescence, 60 min; Potency, µM (highest dose often 57.5 µM), inactives show at the top dose activity change, negative = inhibition, most hits filed as inhibitors; hit rate 0.043% among 380,000; AID 602233; further: potency means the concentration at half of the fitted maximal effect; on the % scale 0 is the no-effect control and ±100 the full control effect; nearly all actives have a fitted effect of over 60% in size
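Recombinant glycosomal PGK reaction used 1,3-bisphosphoglycerate generated in-well by GAPDH (100nM final) in 100mM TEA pH 7.6, 5mM MgCl2, 0.01% Tween-20. After 60 minutes at room temperature, ATP was read by Kinase-Glo Plus luminescence end-point.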
Active calls of the source: *; i = inactive; ? = inconclusive; / = no result given; & = joins results of further samples; ! = repeats disagree; [ ] = remark or other dose. Unless noted, the call rests on the fitted dose curve; in most records, active means well fitted curve in the direction sought with a large enough effect; inconclusive means small, poorly fitted or top-dose-only effect, or another doubt; inactive means no such curve, though single readings can be large; an effect the other way counts as inactive or inconclusive.

mol	ERG Ets-DNA blk	G9a inh	Pin1 inh	GLS inhibitor	PI4K2A block	BAZ2B inh	HP1b chromo inh	JMJD2A Tudor	PGK inhibitor
COc1ccccc1N1CCN(C(=O)c2c(-c3c(Cl)cccc3Cl)noc2C)CC1	-21.6%	-35.9%[59 µM]	-4.1%	17.5%	7.7	2.1%	-0.1%	-11.7%	-6.1%
O=C(CCN1CCC(c2ccc(Cl)s2)=N1)c1ccc(Cl)s1	-0.3%	/	19.7%	-2.1%	2.2	-0.3%	25.8%	-14.0%	4.3%
CCOC(=O)c1c(C)[nH]c(C)c1C(=O)COC(=O)[C@@H]1CCCN1S(=O)(=O)c1ccc(Cl)cc1	-1.6%	?	2.9%	-0.3%	1.6	?	7.6%	?	-8.4%
CCOC(=O)c1sc(NC(=O)C2CC(=O)N(c3ccc(OC)cc3)C2)nc1C (stereo not drawn)	-1.6%	-18.4%	-5.0%	4.4%	-1.3	-26.1%	24.1%	-18.3%	i
COC(=O)c1c(NC(=O)c2ccc(C)cc2)sc(Cc2ccccc2)c1C	-2.6%	9.8%	7.8%	-3.8%	2.1	24.7%	102.1%	48.0%[activator]	9.8%
Nc1cc(=O)[nH]c(SCC(=O)Nc2cccc(S(=O)(=O)N3CCCCC3)c2)n1	-0.5%	/	2.6%	5.7%	0.2	/	6.9%[57 µM]	-15.2%	2.5%
CCOc1ccc(CNC(=O)c2nnc(CS(=O)(=O)c3ccccc3)o2)cc1OC	6.6%	8.8%	?	9.4%	0.2	13.1%	21.3%	-11.3%	5.8%
O=C1CSCC(=O)N1c1ccccc1	-0.6%	3.6%[12.7 µM]	-1.8%	-0.8%	-1.2	-1.3%	29.6%	-4.5%	11.7%
Cc1cccc(C)c1OCc1cc(=O)n2c(-c3ccccc3)csc2n1	-1.0%	12.8%[59 µM]	27.6%	-1.9%	-3.6	1.6%	35.1%	-1.0%	1.1%
O=C(Nc1ccc(-c2nc3ncccc3o2)cc1)c1ccc([N+](=O)[O-])o1	-0.9%	20.4%	-6.0%	-31.7%	0.9	-14.9%	32.6%	-6.1%	-0.7%
Cc1cc(=O)[nH]c(N/N=C2/CCCC/C2=C\c2ccccc2)n1	9.0%	44.7µM*	-13.7%	-5.9%	1.1	2.8%	-2.7%	-4.4%[11.4 µM]	-11.0%
Cc1ccc(C(=O)c2sc3nc4c(cc3c2N)CCC4)cc1	-0.3%	10.5%[59 µM]	0.0%	5.2%	0.1	-3.4%	15.5%	-14.1%	-0.7%
COc1ccc(C(CNC(=O)C(C)Oc2ccc(Br)cc2)N2CCCC2)cc1 (stereo not drawn)	8.5%	-21.6%	-3.5%	-8.3%	3.5	-0.1%	23.0%	-17.2%	-1.6%
OCCC1CN(CC(c2ccccc2)c2ccccc2)CCN1C1CCCC1 (stereo not drawn)	0.0%	/	1.5%	-3.3%	-2.3	-10.8%	12.0%	-11.3%	-4.1%
Cc1ccc(C2CCN(C(=S)NC(C)(C)C)C2)cc1 (stereo not drawn)	-6.8%	13.5%	8.4%	-0.6%	1.0	50.1%[activator]	50.7%[activator]	-4.2%	i
CCOc1cc(CNc2ccc(Br)cc2)cc(Br)c1OCC(=O)NC(C)(C)C	2.9%	1.0%[59 µM]	5.7%	-0.4%	10.3	-9.6%	11.3%	-9.4%	-1.4%
COc1ccc(C2=NS(=O)(=O)N(C)C(C(=O)NC(C)c3ccccc3)=C2)cc1 (stereo not drawn)	-8.4%&3.0%	14.1µM*!	3.5%&1.3%	0.9%&-8.5%	-0.3&-1.5	-6.2%&-36.1%	18.6%&10.3%	-14.8%&-33.4%	-5.0%
Cc1ccc2c(C)nc(Nc3nc(CSc4nnnn4-c4ccccc4)cc(=O)[nH]3)nc2c1	8.5%	-50.1%[12.7 µM]	12.5%	2.4%	3.7	3.1%	21.8%	-19.2%	-8.4%
COc1ccc(Nc2nnc(SCC3CCCO3)s2)cc1 (stereo not drawn)	-0.9%	4.0%	-8.6%	-18.1%	-0.8	-10.7%	20.3%	-9.8%	5.3%
Cc1cc2c(cc1S(=O)(=O)N(C)CC(=O)Nc1cccc(C#N)c1)OCC(=O)N2	-1.0%	-5.6%[59 µM]	-0.4%	-4.4%	5.3	-0.6%	34.0%	7.7%	-1.8%
CC(=O)Nc1ccc(NC(=O)CCCc2ccccc2)cc1	-6.1%	23.3%	-4.0%	-5.0%	1.1	-38.2%	9.2%	-9.7%	-2.0%
O=C(NC(=S)Nc1ccc(CN2CCOCC2)cc1)c1ccc(-c2ccc(Br)cc2)o1	-1.2%	/	0.7%	8.4%	18.5	-4.7%	17.5%	-22.4%	-9.6%
O=C(Nc1cccc(Cl)c1)C1CCCN(c2cnccn2)C1 (stereo not drawn)	-1.2%	-24.9%	0.0%	5.3%	6.1	?	6.5%[57 µM]	1.0%	-6.7%
CCOc1ccc(C(=O)CCC(=O)Nc2ccc(C)c(S(=O)(=O)N3CCCCC3)c2)cc1	-1.8%	-29.3%	31.4%[activator]	7.7%	-2.7	2.9%	21.6%	-24.8%	-5.5%

Copied from the list:
Under ERG Ets-DNA blk, COc1ccc(Nc2nnc(SCC3CCCO3)s2)cc1 (stereo not drawn) has -0.9%
Under BAZ2B inh, Cc1cc2c(cc1S(=O)(=O)N(C)CC(=O)Nc1cccc(C#N)c1)OCC(=O)N2 has -0.6%

More structures follow.
mol	ERG Ets-DNA blk	G9a inh	Pin1 inh	GLS inhibitor	PI4K2A block	BAZ2B inh	HP1b chromo inh	JMJD2A Tudor	PGK inhibitor
Cc1c(C(=O)N(C)C)sc2nc(-c3ccccn3)[nH]c(=O)c12	-0.1%	?	-6.8%	19.3%	-8.9	10µM*	7.8%	50.1µM*	5.6%
COc1ccc(CCN2CC(C(=O)N(C)CCn3nc(C)cc3C)CCC2=O)cc1 (stereo not drawn)	1.7%	19.2%	-3.6%	0.5%	-3.1	1.7%	27.3%	-14.5%	-6.5%
O=C(CCS(=O)(=O)c1cccc2nonc12)N1CCN(c2ccc(F)cc2)CC1	-6.7%	7.3%[59 µM]	8.6%	22.6%	6.8	-3.4%	26.7%	-14.0%	4.4%
COC(=O)c1c(NC(=S)NC(=O)c2ccco2)sc2c1CCCC2	-3.2%	4.3%[59 µM]	-6.4%	0.2%	-0.7	-31.0%	23.8%	-6.3%	i
COCCC(=O)N1CCC(Oc2ccc(C(=O)NC(C)CCn3cccn3)cc2)CC1 (stereo not drawn)	-5.6%	7.5%	1.2%	-11.3%	5.6	-3.0%	48.2%[activator]	4.4%	-9.4%
Cc1ccccc1OCc1nc(-c2ccc(Br)o2)no1	-6.5%	79.4µM*	2.7%	-5.7%	-1.9	?	57.4%[activator]	206.4%[activator]	0.1%
COc1cc(C(=O)OCc2cc(=O)n3nc(C4CCCCC4)sc3n2)cc(OC)c1OC	5.8%	8.5%[59 µM]	-1.8%	1.3%	-6.5	-7.6%	-11.4%	-12.7%	9.0%
Cc1ccc(-c2noc(C3CCN(C(=O)Nc4ccc(C#N)cc4)CC3)n2)o1	-10.4%	24.5%	3.7%	-5.8%	1.1	-11.5%	6.3%	-25.2%	-0.4%
COC(=O)CCc1nc2c(C#N)c(-c3ccc(Cl)cc3)ccn2n1	-0.5%	3.9%	1.0%	-4.7%	1.3	0.8%	29.0%	1.4%	6.1%
COc1cccc(-n2cc(C(=O)NCc3ccccc3OC)c3ccccc3c2=O)c1	2.6%	-1.2%[59 µM]	0.3%	2.4%	1.3	-2.6%	38.0%	-15.5%	-6.9%
COC(=O)c1ccc(C2/C(=C(/O)c3ccc(OC(C)C)cc3)C(=O)C(=O)N2c2cc(C)on2)cc1 (stereo not drawn)	-7.4%	11.6%[59 µM]	-7.6%	20.7%	4.4	-3.4%	7.6%	-15.4%	0.1%
COc1ccc([N+](=O)[O-])cc1N(CC(=O)NCCSc1ccc(C)cc1)S(C)(=O)=O	1.1%	-37.3%	-9.6%	0.0%	-0.7	-1.9%	16.7%[57 µM]	-19.2%	-3.0%
CCOc1ccc(-n2cc(-c3ccccc3)c3c(NC4CCCC4)ncnc32)cc1	4.3%	-4.1%[59 µM]	-4.2%	-5.9%	-1.0	?	32.6%	-27.2%	i
Cc1ccc(C(C)NC(=O)c2cc3ccccc3oc2=O)cc1C (stereo not drawn)	-11.0%	33.4%	-0.8%	-2.6%	-2.0	-1.0%	31.3%[activator]	0.0%	-5.4%
NC(=O)c1c(NC(=O)c2cccc(N3C(=O)CCC3=O)c2)sc2c1CCCCC2	11.4%	8.0%	1.0%	-11.8%	2.6	-15.8%	9.6%	-13.9%	-0.7%
N#C/C(=C\c1ccco1)C(=O)Nc1cccc2ncccc12	-5.1%	50.1µM*	1.0%	0.6%	-2.0	3.6%	31.7%	-19.2%	-6.4%
O=C1CCC(N2C(=O)c3ccccc3C2=O)C(=O)N1 (stereo not drawn)	-2.0%	42.6%[activator][59 µM]	-1.2%	4.7%&3.6%	-2.8&2.6&-0.4	-35.3%	26.6%	-7.2%	5.3%

Screening results: PubChem, National Center for Advancing Translational Sciences (NCATS)
